Screening results from PubChem.
AmpC no deterg: inhibitors of E. coli AmpC beta-lactamase without detergent. AID 485341. P00811. Potency, µM (top dose mostly 57.1 µM), without a hit: at the top dose activity change, negative = inhibition, hits mostly inhibitors. 0.52% of 330,000 active. AmpC nitrocefin hydrolysis, absorbance 480 nm, 0.0001% Triton;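 further: potency means the concentration at half of the fitted maximal effect; plate controls were no compound for no effect and no enzyme for full effect; nearly all actives have a fitted effect of over 20% in size; some results filed as inactive show a strong effect at the top dose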
Target sequence (P00811 whole entry, looked up): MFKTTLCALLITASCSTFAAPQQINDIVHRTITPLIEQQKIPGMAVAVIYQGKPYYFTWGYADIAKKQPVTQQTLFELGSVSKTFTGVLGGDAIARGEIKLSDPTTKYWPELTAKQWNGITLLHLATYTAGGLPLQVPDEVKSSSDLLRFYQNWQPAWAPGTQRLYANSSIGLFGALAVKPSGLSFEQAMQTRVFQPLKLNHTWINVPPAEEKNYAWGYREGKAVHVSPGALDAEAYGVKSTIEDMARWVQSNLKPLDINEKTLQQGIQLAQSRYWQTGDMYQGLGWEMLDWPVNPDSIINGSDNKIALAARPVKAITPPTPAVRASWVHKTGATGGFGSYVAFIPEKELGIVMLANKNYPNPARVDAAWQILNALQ
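AmpC (5.3 nM in the dispensed reagent) in 20 mM phosphate pH 7.0 with 0.01% (detergent screen) or 0.0001% Triton X-100 was preincubated with compounds for 15 min at room temperature. Nitrocefin was then added from an 800 uM solution, and hydrolysis was followed at 480 nm.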
HCV inh: blocks hepatitis C virus. AID 651820. Huh7.5.1 HCVcc-Cre infection, luciferase reporter, 44 h. Potency, µM (doses to about 41.8 µM), inactives show at the top dose activity change, negative = inhibition, usual class: inhibitors. 3.4% of 340,000 active; further: potency means the concentration at half of the fitted maximal effect
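Antiviral activity was scored by luciferase reporter output from cells infected with HCVcc-Cre (~0.5 moi) in presence of compound, 44 h infection period, cells seeded 1,000/well 4 h prior.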
AmpC inh detg: inhibitors of E. coli AmpC beta-lactamase with detergent; P00811; AmpC hydrolysis of nitrocefin, absorbance 480 nm, 0.01% Triton; Potency, µM (doses to about 114 µM), without a hit: at the top dose activity change, negative = inhibition, usual class: inhibitors; 0.041% of 370,000 active;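 further: potency means the concentration at half of the fitted maximal effect; 0% = no-compound wells and -100% = no-enzyme wells; nearly all actives have a fitted effect of over 25% in size; some results filed as inactive show a strong effect at the top dose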
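20 mM phosphate pH 7.0 + 0.01% (detergent screen) or 0.0001% Triton X-100; 5.3 nM AmpC reagent; cpd preinc 15 min RT; nitrocefin (800 uM stock) to start; A480 q20 s × 4 min; Activity was normalised to no-enzyme and no-compound control wells.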
AMA1 RON2 block: AMA1-RON2 (P. falciparum) interaction inhibition; AlphaScreen AMA1-biotinylated RON2 peptide binding; Potency, µM (doses to about 58.2 µM), without a hit: at the top dose activity change, negative = inhibition, actives largely listed as inhibitors; 0.2% of 360,000 active; AID 720542;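 further: potency means the concentration at half of the fitted maximal effect; 0% = vehicle wells and -100% = peptide control; nearly all actives have a fitted effect of over 45% in size; some results filed as inactive show a strong effect at the top dose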
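AMA1 (3D7) with his tag at 25 nM final met compounds first, then biotinylated RON2 peptide at 25 nM; detection used donor plus acceptor beads, 10 µg/mL apiece, read by AlphaScreen after 30 min at room temperature.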
HCMV antiviral: human cytomegalovirus inhibition. HFF cells, HCMV-luciferase reporter, 72 h; stronger effect = lower value. activity change, negative = inhibition, % at 57.5 µM. 4.5% of 410,000 active. AID 1259415; in the data active means activity change below about -60%; inconclusive means no clear call, values can overlap the other calls; inactive means above about -39%
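Luciferase read-out from HCMV-luciferase-infected HFFs (MOI 1 PFU/cell) 72 h post infection at 37C; compounds added after 16 h cell attachment; activity normalized between buffer-only basal and Salinomycin (10uM) inhibitor controls.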
TbPYK inhibitor: blocks Trypanosoma brucei pyruvate kinase. Q57TT1. TbPYK enzyme, Kinase-Glo Plus ATP luminescence, 45 min. Potency, µM (highest dose often 76.8 µM), for inactives: top-dose activity, negative = inhibition, hits mostly inhibitors. 0.12% of 410,000 active. AID 624173; further: potency means the concentration at half of the fitted maximal effect; nearly all actives have a fitted effect of over 50% in size
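ADP (130 uM final) triggers the TbPYK reaction after compound addition; incubation is 45 min at room temperature. Kinase-Glo Plus is then added and luminescence imaged. Normalized data are fitted to concentration-effect curves.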
LmPK inh: inhibitors of Leishmania mexicana pyruvate kinase. purified LmPK, Kinase-Glo ATP luminescence, 1 h. Potency, µM (doses to about 57.5 µM), without a hit: at the highest dose activity change, negative = inhibition, most hits filed as inhibitors. 0.37% of 290,000 active; further: potency means the concentration at half of the fitted maximal effect
Target sequence (Q27686 whole entry, looked up): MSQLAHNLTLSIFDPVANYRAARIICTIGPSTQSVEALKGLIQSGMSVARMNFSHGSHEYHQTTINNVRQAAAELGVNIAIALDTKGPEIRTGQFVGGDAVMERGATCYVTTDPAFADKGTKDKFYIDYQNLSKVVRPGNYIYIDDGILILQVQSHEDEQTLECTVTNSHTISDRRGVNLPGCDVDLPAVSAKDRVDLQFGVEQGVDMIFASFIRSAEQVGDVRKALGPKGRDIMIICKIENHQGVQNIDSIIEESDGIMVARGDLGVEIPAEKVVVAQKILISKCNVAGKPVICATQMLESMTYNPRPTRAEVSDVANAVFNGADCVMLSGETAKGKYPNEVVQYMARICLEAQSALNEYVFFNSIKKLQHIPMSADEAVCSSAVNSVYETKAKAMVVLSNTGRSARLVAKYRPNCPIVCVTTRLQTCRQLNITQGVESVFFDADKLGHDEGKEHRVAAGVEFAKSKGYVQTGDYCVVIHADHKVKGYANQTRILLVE
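qHTS format; LmPK 0.1 nM; substrates PEP 0.5 mM and ADP 0.1 mM. One-hour room-temperature incubation, then coupled luciferase luminescence; 0.5 nM enzyme wells mark activation.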
The depositor's hits bear a star; ? = inconclusive; . = no result given; & = joins results of further samples; [ ] = dose if it differs, or a comment. Unless noted, the call rests on the fitted dose curve; in most records, active means well fitted curve in the direction sought with a large enough effect; inconclusive means small, poorly fitted or top-dose-only effect, or another doubt; inactive means no such curve, though single readings can be large; an effect the other way counts as inactive or inconclusive. Unless noted, on the % scale 0 is the no-effect control and ±100 the full control effect.

1	CCOC(=O)/C(C#N)=C1\CC2CCC1(C)C2(C)C (stereo unspecified)
2	FC(F)(F)c1cccc(CN2CCC(c3cc(-c4cccs4)n[nH]3)CC2)c1
3	O=C1c2ccccc2C(=O)N1CCC(=O)N1CCCc2ccccc21
4	COc1ccc(NC(=O)c2ccco2)cc1NC(=O)c1ccc(C#N)cc1F
5	Cc1ccc(CN2CCCn3nc(C(=O)NC(C)C)cc3C2=O)cc1
6	Cc1ccc(-c2nnc3c4ccccc4c(C)nn23)cc1NC(=O)c1cccc(Br)c1
7	Cc1cccc(NC(=S)N/N=C/c2cccc([N+](=O)[O-])c2)c1
8	O=C(Nc1nnc(SCc2ccc(Cl)cc2Cl)s1)C1COc2ccccc2O1 (stereo unspecified)
9	O=C(CN1C(=O)NC2(CCCC2)C1=O)Nc1nc(-c2ccccc2)cs1
10	Cc1noc(C)c1COC(=O)COc1cccc2c1OC(C)(C)C2

| screen / no. | 1 | 2 | 3 | 4 | 5 | 6 | 7 | 8 | 9 | 10 |
| --- | --- | --- | --- | --- | --- | --- | --- | --- | --- | --- |
| AmpC no deterg | -10% | 78%[activator] | -4% | -10% | . | . | -31% | -30% | -11% | -1% |
| HCV inh | 9% | ? | 22% | -17% | . | . | ? | 14% | ? | 19% |
| AmpC inh detg | 1% | 8% | 4% | 4%&8% | 16% | 23% | 4% | -10% | 2% | -14% |
| AMA1 RON2 block | -3% | -15% | -1% | 5% | . | . | -12% | 92%[activator] | -1% | -3% |
| HCMV antiviral | -11 | -79* | -16 | -8&8 | 2 | 36 | . | -17 | 1 | -25 |
| TbPYK inhibitor | -15% | 0% | -4% | 1%&0% | -5% | 7% | 0% | 0% | -1% | 1% |
| LmPK inh | -3% | 1% | 2% | -23% | . | . | 2% | 2% | . | 3% |

11	COc1cc(Cl)c(C)cc1NC(=O)c1ccc(NS(=O)(=O)c2ccc(F)c(F)c2)cc1
12	CC1CCCCC1NC(=O)COC(=O)c1ccc(S(=O)(=O)NCc2ccco2)cc1 (stereo unspecified)
13	O=C(C(=O)N1CCN(c2ccccc2F)CC1)c1c[nH]c2ccccc12
14	O=C(c1ccc(Cl)s1)N1CCCC(N2CCN(c3ccc(F)cc3)CC2)C1 (stereo unspecified)
15	N#CC(C#N)=Cc1ccccc1OCc1ccccc1
16	C=CC[C@H](CC(=O)OC(C)(C)C)C(=O)OC[C@H]1CCCN1C(=O)[C@@H](CC=C)CC(=O)N(CCO)Cc1ccccc1
17	COc1cccc(C(=O)NC(=O)Nc2cc(C)on2)c1
18	CCCCC[n+]1ccn(-c2nc3ccccc3nc2[N-]S(=O)(=O)c2ccccc2)c1
19	Cc1ccc(CC(=O)NNC(=O)c2cccs2)cc1C
20	COc1ccc(N2CC(C(=O)Nc3nc4ccccc4s3)CC2=O)cc1 (stereo unspecified)

| screen / no. | 11 | 12 | 13 | 14 | 15 | 16 | 17 | 18 | 19 | 20 |
| --- | --- | --- | --- | --- | --- | --- | --- | --- | --- | --- |
| AmpC no deterg | ? | -7% | -30% | 81%[activator] | -9% | 204%[activator] | -11% | 66%[activator] | -4% | 25% |
| HCV inh | -12% | 17% | 9% | ? | . | ? | 16% | -14% | 2% | 3% |
| AmpC inh detg | -8% | -6% | ? | 7% | 2% | . | 3% | 0% | -9% | -6% |
| AMA1 RON2 block | -6% | -19% | -10% | -15% | . | 2% | -1% | -2% | 49%[activator] | -2% |
| HCMV antiviral | -30 | 33 | -35 | -15 | . | 0 | -9 | 20 | -15 | -28 |
| TbPYK inhibitor | 3% | 0% | 3% | -6% | . | 0% | 1% | -2% | -5% | 0% |
| LmPK inh | 2% | 9% | 11% | 11% | 0% | . | -11% | -1% | . | -1% |

21	CC1CCCC(NS(=O)(=O)c2cc(Br)cnc2N)C1C (stereo unspecified)
22	COc1ccc(C(=O)Nc2ccc(NC(=O)C3CC3)cn2)cc1
23	CCCS(=O)(=O)N1CCC(N2CCN(Cc3ccc(C)cc3)C(=O)C2=O)CC1
24	COc1ccc2cc(C(=O)C3CCCN(C(=O)CSc4nnc(C)o4)C3)ccc2c1 (stereo unspecified)
25	N#Cc1c(Nc2cccc(F)c2)sc(C(=O)c2ccc(Cl)cc2)c1N
26	O=C(Nc1cc(C(F)(F)F)ccc1N1CCOCC1)C1Cc2ccccc2CN1C(=O)c1ccco1 (stereo unspecified)
27	OCCC1CN(Cc2cnc(-c3ccccc3)s2)CCN1C1CCCC1 (stereo unspecified)
28	Cc1ccc(NC(=O)CSCc2c(C)noc2C)cc1C
29	COC(=O)c1cc(Cl)nc2ccccc12
30	CCOC(=O)CC(=O)CSc1nc2nc(C)cc(C)n2n1

| screen / no. | 21 | 22 | 23 | 24 | 25 | 26 | 27 | 28 | 29 | 30 |
| --- | --- | --- | --- | --- | --- | --- | --- | --- | --- | --- |
| AmpC no deterg | -26% | -14% | . | 126%[activator] | . | 107%[activator] | 5% | -9% | -11% | 0% |
| HCV inh | ? | -3% | . | ? | . | -18% | ? | ? | -2% | 0% |
| AmpC inh detg | -1% | 4% | 3% | -3% | -2% | ? | 7% | ? | -5% | -1% |
| AMA1 RON2 block | 1% | -7% | . | -15% | . | -14% | 22% | -13% | 19% | 14% |
| HCMV antiviral | -13 | 30 | 7 | -66* | 29 | 42 | -66* | 32 | -24 | -24 |
| TbPYK inhibitor | -4% | 0% | 3% | 3% | -2% | -1% | 0% | 1% | -10% | 0% |
| LmPK inh | -1% | -7% | . | 0% | . | -1% | -7% | 1% | -6% | -11% |

31	NC(=O)NCC(c1ccccc1)C1CCCCC1 (stereo unspecified)
32	CCOc1ccc(NC(=O)C2C(c3ccccc3)C2(Cl)Cl)cc1 (stereo unspecified)
33	CCCn1c(=O)n(-c2ccccc2)c(=O)c2sc3ccccc3c21
34	CCCCOc1ccc(-c2cc3c(=O)n(CC(=O)Nc4ccc(Cl)cc4Cl)ccn3n2)cc1
35	O=C(Nc1ccc(NC(=O)c2ccco2)cc1)c1ccc2c(c1)OCCO2
36	Cc1ccc2[nH]c(=O)c3cc(C(=O)NCCCN4CCC(C)CC4)sc3c2c1
37	COc1cc(C(C(=O)NC2CCCC2)N(Cc2ccco2)C(=O)c2snc(C(N)=O)c2N)cc(OC)c1OC (stereo unspecified)
38	COc1ccc(-c2sc3ccc(N4CCOCC4)cc3c2-c2ccc(O)cc2)cc1
39	CN(C)c1nc(=NCc2cccs2)ss1
40	O=[N+]([O-])c1ccc(Cl)c(/C=N/N2CCN(Cc3ccccc3Cl)CC2)c1

| screen / no. | 31 | 32 | 33 | 34 | 35 | 36 | 37 | 38 | 39 | 40 |
| --- | --- | --- | --- | --- | --- | --- | --- | --- | --- | --- |
| AmpC no deterg | -8% | -54% | . | . | -46% | . | 54% | -19% | . | -27% |
| HCV inh | 14% | -27% | . | . | ? | . | -12% | 2% | -9% | -13% |
| AmpC inh detg | ? | 7% | -8% | -8% | -1% | 15% | 0% | 3% | . | -17% |
| AMA1 RON2 block | 4% | 12% | . | . | -19% | . | -17% | -7% | 6% | ? |
| HCMV antiviral | -17 | -5 | -5 | 12 | -73* | -20 | 18 | -11 | ? | 7 |
| TbPYK inhibitor | 0% | 2% | 6% | 4% | 8% | -2% | 4% | 3% | ? | -2% |
| LmPK inh | -3% | -2% | . | . | 0% | . | 4% | . | . | 9% |

Ten entries out of the list, sorted by count of non-hydrogen atoms, lowest first.
39	CN(C)c1nc(=NCc2cccs2)ss1
31	NC(=O)NCC(c1ccccc1)C1CCCCC1 (stereo unspecified)
30	CCOC(=O)CC(=O)CSc1nc2nc(C)cc(C)n2n1
32	CCOc1ccc(NC(=O)C2C(c3ccccc3)C2(Cl)Cl)cc1 (stereo unspecified)
33	CCCn1c(=O)n(-c2ccccc2)c(=O)c2sc3ccccc3c21
40	O=[N+]([O-])c1ccc(Cl)c(/C=N/N2CCN(Cc3ccccc3Cl)CC2)c1
36	Cc1ccc2[nH]c(=O)c3cc(C(=O)NCCCN4CCC(C)CC4)sc3c2c1
38	COc1ccc(-c2sc3ccc(N4CCOCC4)cc3c2-c2ccc(O)cc2)cc1
34	CCCCOc1ccc(-c2cc3c(=O)n(CC(=O)Nc4ccc(Cl)cc4Cl)ccn3n2)cc1
37	COc1cc(C(C(=O)NC2CCCC2)N(Cc2ccco2)C(=O)c2snc(C(N)=O)c2N)cc(OC)c1OC (stereo unspecified)

| screen / no. | 39 | 31 | 30 | 32 | 33 | 40 | 36 | 38 | 34 | 37 |
| --- | --- | --- | --- | --- | --- | --- | --- | --- | --- | --- |
| AmpC no deterg | . | -8% | 0% | -54% | . | -27% | . | -19% | . | 54% |
| HCV inh | -9% | 14% | 0% | -27% | . | -13% | . | 2% | . | -12% |
| AmpC inh detg | . | ? | -1% | 7% | -8% | -17% | 15% | 3% | -8% | 0% |
| AMA1 RON2 block | 6% | 4% | 14% | 12% | . | ? | . | -7% | . | -17% |
| HCMV antiviral | ? | -17 | -24 | -5 | -5 | 7 | -20 | -11 | 12 | 18 |
| TbPYK inhibitor | ? | 0% | 0% | 2% | 6% | -2% | -2% | 3% | 4% | 4% |
| LmPK inh | . | -3% | -11% | -2% | . | 9% | . | . | . | 4% |

Continued:
41	CCOc1ccc(C2=NC(c3cccs3)=Nc3ccc(C(C)C)cc3N2)cc1
42	COc1cccc(Oc2ccc(N)cn2)c1
43	CC[C@@H]1CCCCc2ccccc2[C@@H](C(=O)C[C@H](O)CC(C)=O)OC1=O
44	CC(C)CC(=O)NC1(C(F)(F)F)C(=O)Nc2c1c(=O)[nH]c(=O)n2Cc1ccco1 (stereo unspecified)
45	CCOc1ccccc1NC(=O)C(C)N1C(=O)c2ccccc2S1(=O)=O (stereo unspecified)
46	O=C(O)/C=C/C(=O)N1CCN(S(=O)(=O)c2cccc(C(F)(F)F)c2)CC1
47	CC(=O)c1ccc(OCCCC(=O)NNC(=O)c2ccccn2)cc1
48	Cc1cc(Br)c(NC(=O)CN(C)CCOc2ccccc2)c(Br)c1

| screen / no. | 41 | 42 | 43 | 44 | 45 | 46 | 47 | 48 |
| --- | --- | --- | --- | --- | --- | --- | --- | --- |
| AmpC no deterg | . | -16% | 78%[activator] | -18% | -6% | -20% | -39% | 54% |
| HCV inh | . | ? | 14% | -3% | -5% | 14% | ? | ? |
| AmpC inh detg | 1% | -3% | . | -16% | ? | 0% | ? | -4% |
| AMA1 RON2 block | . | 7% | 5% | -8% | -5% | 1% | 68%[activator] | 45%[activator] |
| HCMV antiviral | 30 | 11 | -6 | -20 | -25 | 25 | -17 | -26 |
| TbPYK inhibitor | 0% | 2% | 6% | -1% | 0% | 3% | 3% | -4% |
| LmPK inh | . | 5% | . | 10% | . | 1% | . | -6% |
